Assay outcomes from PubChem.
M1AAP inhibition: P. falciparum M1AAP inhibitors, biochemical, fluorogenic H-Leu-NHMec substrate, 1536-well (AID 1445) | inhibition, % at 30 µM, or IC50 in µM where a hit was titrated | 0.42% of 220,000 active | recombinant M1AAP, H-Leu-NHMec fluorogenic kinetic assay; higher % means a stronger effect;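 active = primary inhibition above the hit cutoff, then over 50% inhibition at one or more dose response concentrations, cut at about 23% in these data, passing the limit was not always enough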;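 note: plate controls were DMSO full reaction for no effect and no enzyme background for full effect; strong numbers were not always called active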
XIAP displacement: small molecules displacing peptide from XIAP – biochemical, IAP family, fluorescence polarization (AID 1018); 0.007% of 200,000 active; XIAP BIR domain, fluorescence polarization peptide displacement; higher % means a stronger effect; displacement, % at 20 µM; hits with a dose series show IC50 in µM; in the data active = displacement above about 50%; note: a part of the inactive calls stands beside numbers as strong as those of hits
P. falciparum M17LAP: P. falciparum M17LAP inhibitors, primary screen, biochemical, fluorogenic H-Leu-NHMec substrate, 1536-well (AID 1619) | recombinant M17LAP, H-Leu-NHMec fluorogenic kinetic assay; higher % means a stronger effect | inhibition, % at 30 µM; hits with a dose series show IC50 in µM | 0.38% of 220,000 active;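 active = compound inhibiting the enzyme by more than half at any dose during confirmatory dose-response retesting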;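 note: plate controls were full reaction with DMSO carrier for no effect and no enzyme background for full effect; strong numbers were not always called active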
Siah-1 displacement: blockers of Siah-1 interaction with plectin peptide – biochemical, fluorescence polarization, rhodamine-plectin, uHTS, primary screen (AID 1817); displacement, % at 20 µM, or IC50 in µM where a hit was titrated; 0.02% of 290,000 active; Siah-1 / rhodamine-plectin peptide fluorescence polarization; higher % means a stronger effect;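 active = displacement of at least 50% at 20 µM, with a fluorescence ratio check between 0.3 and a set limit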;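 note: plate controls were Siah plus tracer with DMSO for no effect and tracer alone without Siah for full effect; strong numbers were not always called active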
Dynein cargo inh: dynein cargo transport inhibition; 3617.4 mouse cells, GR-EGFP nuclear translocation imaging; test concentration mostly 20 µM; stimulated with dexamethasone, 1 µM; active compounds read low; z-score, hits read low; 0.47% of 220,000 active;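 active = plate z-score of nuclear minus cytoplasmic receptor signal below a set negative limit, without overly bright fluorescence or cell loss, cut at about -3.5 in these data, passing the limit was not always enough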;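 note: z-score of nuclear minus cytoplasmic ring GR-EGFP intensity difference per well; some compounds called inactive have numbers as strong as hits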
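Buffer or medium: Induction medium lacking tetracycline, stripped serum | Also added: Dexamethasone agonist, 1.0 µM final, for 30 min | Timing: 48 h induction, 1 h compound, 30 min dex at 37 °C | Detection: Formaldehyde fixation, Hoechst nuclear stain, 10x automated fluorescence imaging | Measure: Nuclear versus cytoplasmic GR-EGFP signal, averaged per well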
AID2073: disruptors of CaV2.2 binding to Mint1 – biochemical, HTRF (AID 2073). HTRF protein-protein interaction, Mint1-CaV2.2; higher % means a stronger effect. one-dose inhibition, % at 20 µM; IC50 in µM for titrated hits. 0.19% of 290,000 active; in the data active = inhibition mostly above about 51%, no sharp cut-off; note: some results filed as inactive read as strong as hits
PMI inhibitors: MPI enzyme activity inhibition – biochemical, fluorescence intensity, coupled assay, primary screen (AID 1209); purified PMI enzyme, coupled fluorescence intensity; higher % means a stronger effect; inhibition, % at 20 µM; hits with a dose series show IC50 in µM; 0.42% of 190,000 active;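 note: plate controls were DMSO vehicle for no effect and wells lacking substrate for full effect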
PMI inhibition: MPI inhibition at elevated mannose 6-phosphate – biochemical, fluorescence intensity, high mannose 6-phosphate, primary screen (AID 1220); recombinant PMI enzyme, coupled fluorescence intensity; higher % means a stronger effect; inhibition, % at 20 µM, or IC50 in µM where a hit was titrated; 0.66% of 190,000 active
LYP inhibition: PTPN22 lymphoid phosphatase activity blockers – biochemical, fluorescence intensity, uHTS (AID 1779); 0.054% of 290,000 active; inhibition, % at 11.5 µM, or IC50 in µM where a hit was titrated; recombinant LYP phosphatase, fluorescence intensity; higher % means a stronger effect;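 note: plate controls were vehicle with enzyme for no effect and no enzyme for full effect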
Dynein cargo inh cytoplasmic EGFP: recorded beside Dynein cargo inh, whose call it bears; z-score; measured here: cytoplasmic GR-EGFP intensity; active compounds read high
Dynein cargo inh nuclear GR-EGFP: second read-out of Dynein cargo inh, no call of its own (marks repeat the call); z-score; measured here: nuclear GR-EGFP intensity;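 lower value marks the stronger effect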
Dynein cargo inh cell count: recorded beside Dynein cargo inh, whose call it bears; z-score; measured here: cell count per field
* hit, by the source's call. Cut-off read from the data, not from the text of the source, unless noted: active = inhibition above about 50%; inactive = the rest.

`Cc1ccccc1C(=O)c1cccn1CC(=O)NCc1ccccc1` gave M1AAP inhibition -1.4%, XIAP displacement -2.9%, P. falciparum M17LAP 0.7%, Siah-1 displacement 22.3%, Dynein cargo inh 0.0571, AID2073 0.1%, PMI inhibitors -4.6%, PMI inhibition 0.3%, LYP inhibition -2.4%, Dynein cargo inh cytoplasmic EGFP -0.21, Dynein cargo inh nuclear GR-EGFP 0.14 and Dynein cargo inh cell count -0.282.
For CSC1=N/C(=C/c2cccnc2)C(=O)N1Cc1ccccc1 the results were M1AAP inhibition 9.9%, P. falciparum M17LAP -3.5%, Siah-1 displacement -4.4%, Dynein cargo inh -0.535, AID2073 -3.0%, LYP inhibition -6.1%, Dynein cargo inh cytoplasmic EGFP -0.217, Dynein cargo inh nuclear GR-EGFP -0.414 and Dynein cargo inh cell count -0.23.
CC(=O)NC(C)(C)C1CC=C(C)/C(=N\O)C1 (stereo unspecified) was read as M1AAP inhibition 0.3%, XIAP displacement -1.0%, P. falciparum M17LAP 0.1%, Siah-1 displacement 3.3%, Dynein cargo inh -0.156, AID2073 -2.7%, PMI inhibitors 6.8%, PMI inhibition 9.0%, LYP inhibition -7.0%, Dynein cargo inh cytoplasmic EGFP -0.308, Dynein cargo inh nuclear GR-EGFP -0.357 and Dynein cargo inh cell count 0.502.
`C/C=C(/C)C(=O)O[C@@H]1c2cc3c(c(OC)c2-c2c(cc(OC)c(OC)c2OC)[C@@H](OC(C)=O)[C@@H](C)[C@H]1C)OCO3` gave M1AAP inhibition -2.9%, P. falciparum M17LAP -15.7%, Siah-1 displacement 8.1%, Dynein cargo inh -0.452, AID2073 -8.9%, LYP inhibition 2.7%, Dynein cargo inh cytoplasmic EGFP -0.825, Dynein cargo inh nuclear GR-EGFP -0.34 and Dynein cargo inh cell count 0.258.
Screening Cc1cc(C)c(O)c(-c2cc(C(=O)Nc3ccc(S(=O)(=O)N4CCOCC4)cc3)[nH]n2)c1 returned M1AAP inhibition 18.7%, XIAP displacement -6.1%, P. falciparum M17LAP -2.7%, Siah-1 displacement -0.2%, Dynein cargo inh 3.97, AID2073 10.4%, PMI inhibitors 17.0%, PMI inhibition 9.8%, LYP inhibition 8.1%, Dynein cargo inh cytoplasmic EGFP -0.142, Dynein cargo inh nuclear GR-EGFP 1.72 and Dynein cargo inh cell count -1.96.
Cc1oc(-c2ccccc2Cl)nc1CSc1nc2c(c(=O)[nH]1)CCCC2 was read as Siah-1 displacement 1.3%, Dynein cargo inh -1.19, AID2073 9.3%, LYP inhibition 10.1%, Dynein cargo inh cytoplasmic EGFP -0.568, Dynein cargo inh nuclear GR-EGFP -0.848 and Dynein cargo inh cell count 0.416.
For CCOc1ccc(N2C(=O)CC(N(C)Cc3ccccc3)C2=O)cc1 (stereo unspecified) the results were M1AAP inhibition 0.6%, XIAP displacement -10.7%, P. falciparum M17LAP 6.2%, Siah-1 displacement -6.7%, Dynein cargo inh 0.76, AID2073 2.5%, PMI inhibitors 0.6%, PMI inhibition -3.5%, LYP inhibition -8.1%, Dynein cargo inh cytoplasmic EGFP 0.508, Dynein cargo inh nuclear GR-EGFP 1.02 and Dynein cargo inh cell count -0.182.
`COC(=O)c1c(NC(=O)CN2CCC(C(N)=O)CC2)c2c(C)cccc2n1C` gave M1AAP inhibition 2.0%, XIAP displacement -1.0%, P. falciparum M17LAP 24.2%, Siah-1 displacement -2.8%, Dynein cargo inh -0.492, AID2073 22.1%, PMI inhibitors 5.2%, PMI inhibition 5.5%, LYP inhibition -2.2%, Dynein cargo inh cytoplasmic EGFP -0.204, Dynein cargo inh nuclear GR-EGFP -0.145 and Dynein cargo inh cell count -0.0872.
Screening Cc1ccc(S(=O)(=O)NNC(=S)Nc2cccc(F)c2)cc1 returned M1AAP inhibition 12.4%, P. falciparum M17LAP 1.4%, Siah-1 displacement 12.5%, Dynein cargo inh -0.245, AID2073 8.9%, LYP inhibition -9.1%, Dynein cargo inh cytoplasmic EGFP -0.198, Dynein cargo inh nuclear GR-EGFP -0.143 and Dynein cargo inh cell count 0.479.
Screening COC(=O)C1CSc2[nH]c(=O)sc2C1c1ccc(O)c(OC)c1 (stereo unspecified) returned M1AAP inhibition 1.6%, XIAP displacement -3.9%, P. falciparum M17LAP -10.9%, Siah-1 displacement -3.0%, Dynein cargo inh 4.39, AID2073 -23.7%, PMI inhibitors 19.4%, PMI inhibition 15.0%, LYP inhibition -6.8%, Dynein cargo inh cytoplasmic EGFP -0.0548, Dynein cargo inh nuclear GR-EGFP 2.51 and Dynein cargo inh cell count -1.74.
For CS(=O)(=O)N(CC(=O)NC1CCCCC1)c1cccc(F)c1 the results were M1AAP inhibition 1.5%, XIAP displacement -17.1%, P. falciparum M17LAP 13.5%, Siah-1 displacement -3.2%, Dynein cargo inh -0.257, AID2073 11.2%, PMI inhibitors 4.3%, PMI inhibition 7.0%, LYP inhibition -6.2%, Dynein cargo inh cytoplasmic EGFP -0.267, Dynein cargo inh nuclear GR-EGFP 0.323 and Dynein cargo inh cell count 0.598.
For N/C(=N\N=C\c1ccc(Br)o1)c1nonc1N the results were M1AAP inhibition 8.4%, P. falciparum M17LAP 15.9%, Siah-1 displacement -0.2%, Dynein cargo inh 0.308, AID2073 -16.0%, LYP inhibition 0.3%, Dynein cargo inh cytoplasmic EGFP -0.24, Dynein cargo inh nuclear GR-EGFP 0.163 and Dynein cargo inh cell count 0.775.
Screening OCC(O)CNC(=S)NC1CCCCC1 (stereo unspecified) returned M1AAP inhibition 2.1%, XIAP displacement -2.1%, P. falciparum M17LAP -6.8%, Siah-1 displacement -3.4%, Dynein cargo inh -0.492, AID2073 7.6%, PMI inhibitors -0.2%, PMI inhibition -5.4%, LYP inhibition -5.9%, Dynein cargo inh cytoplasmic EGFP -0.238, Dynein cargo inh nuclear GR-EGFP -0.0121 and Dynein cargo inh cell count 0.0175.
For COc1cc(C(=O)NCC(=O)OCc2cc(=O)oc3c(C)c(C)ccc23)cc(OC)c1OC the results were M1AAP inhibition -3.1%, XIAP displacement -8.2%, P. falciparum M17LAP -4.5%, Siah-1 displacement 4.4%, Dynein cargo inh -0.0508, AID2073 6.5%, PMI inhibitors -11.1%, PMI inhibition -4.2%, LYP inhibition -5.3%, Dynein cargo inh cytoplasmic EGFP -0.284, Dynein cargo inh nuclear GR-EGFP 0.284 and Dynein cargo inh cell count 0.268.
CC(=O)Nc1ccc(S(=O)(=O)NCc2csc(-c3cccnc3)n2)cc1 was read as M1AAP inhibition 7.8%, XIAP displacement -6.5%, P. falciparum M17LAP 5.8%, Siah-1 displacement 0.1%, Dynein cargo inh 0.205, AID2073 -6.4%, PMI inhibitors 12.0%, PMI inhibition 7.0%, LYP inhibition 2.7%, Dynein cargo inh cytoplasmic EGFP -0.227, Dynein cargo inh nuclear GR-EGFP 0.0833 and Dynein cargo inh cell count 0.397.
Screening C=CCNC(=S)N/N=C/c1ccc(C)cc1C returned M1AAP inhibition -2.0%, XIAP displacement -1.0%, P. falciparum M17LAP -1.3%, Siah-1 displacement 4.6%, Dynein cargo inh -0.598, AID2073 -6.6%, PMI inhibitors 9.4%, PMI inhibition 12.8%, LYP inhibition 4.3%, Dynein cargo inh cytoplasmic EGFP -0.114, Dynein cargo inh nuclear GR-EGFP -0.289 and Dynein cargo inh cell count -0.356.
For CC(C)(C)c1cc(-c2csc(Nc3ccccc3)[n+]2Cc2ccc(C(=O)O)cc2)cc(C(C)(C)C)c1O the results were M1AAP inhibition 5.8%, P. falciparum M17LAP -2.6%, Siah-1 displacement inactive, Dynein cargo inh -0.398, AID2073 17.9%, LYP inhibition 8.9%, Dynein cargo inh cytoplasmic EGFP -0.204, Dynein cargo inh nuclear GR-EGFP 0.156 and Dynein cargo inh cell count 1.16.
Screening C[n+]1ccc(CC2C(=[N+]([O-])[O-])C=Nc3ncnn32)cc1 (stereo unspecified) returned M1AAP inhibition 12.7%, XIAP displacement -3.6%, P. falciparum M17LAP 18.3%, Siah-1 displacement 4.3%, Dynein cargo inh -0.833, AID2073 -2.0%, PMI inhibitors -10.1%, PMI inhibition 4.2%, LYP inhibition 3.0%, Dynein cargo inh cytoplasmic EGFP -0.132, Dynein cargo inh nuclear GR-EGFP -0.627 and Dynein cargo inh cell count 0.803.
`Cn1c(=O)oc2cc(S(=O)(=O)N3CCC(C(=O)NCc4cccs4)CC3)ccc21` gave M1AAP inhibition 20.8%, XIAP displacement -3.8%, P. falciparum M17LAP -0.5%, Siah-1 displacement -0.3%, Dynein cargo inh 1.35, AID2073 -4.9%, PMI inhibitors -3.1%, PMI inhibition 2.7%, LYP inhibition -4.6%, Dynein cargo inh cytoplasmic EGFP -0.136, Dynein cargo inh nuclear GR-EGFP 0.88 and Dynein cargo inh cell count -0.741.
Screening c1ccc(N2CCN(c3ncnc4c3oc3ccccc34)CC2)cc1 returned M1AAP inhibition 8.3%, XIAP displacement -3.2%, P. falciparum M17LAP 3.9%, Siah-1 displacement -4.6%, Dynein cargo inh -0.251, AID2073 19.9%, PMI inhibitors 5.8%, PMI inhibition -3.0%, LYP inhibition -4.2%, Dynein cargo inh cytoplasmic EGFP -0.215, Dynein cargo inh nuclear GR-EGFP -0.0966 and Dynein cargo inh cell count 0.815.
Screening CN1CCN(C(=O)CCCOc2cc(=O)n(C)c3ccccc23)CC1 returned M1AAP inhibition 5.2%, XIAP displacement -0.1%, P. falciparum M17LAP -20.3%, Siah-1 displacement 1.8%, Dynein cargo inh 0.00563, AID2073 6.5%, PMI inhibitors 4.5%, PMI inhibition -4.2%, LYP inhibition -2.6%, Dynein cargo inh cytoplasmic EGFP -0.129, Dynein cargo inh nuclear GR-EGFP 0.309 and Dynein cargo inh cell count -0.337.

Random excerpt: 2 entries already listed, in no set order.
For COc1cc(C(=O)NCC(=O)OCc2cc(=O)oc3c(C)c(C)ccc23)cc(OC)c1OC the results were M1AAP inhibition -3.1%, XIAP displacement -8.2%, P. falciparum M17LAP -4.5%, Siah-1 displacement 4.4%, Dynein cargo inh -0.0508, AID2073 6.5%, PMI inhibitors -11.1%, PMI inhibition -4.2%, LYP inhibition -5.3%, Dynein cargo inh cytoplasmic EGFP -0.284, Dynein cargo inh nuclear GR-EGFP 0.284 and Dynein cargo inh cell count 0.268.
Screening c1ccc(N2CCN(c3ncnc4c3oc3ccccc34)CC2)cc1 returned M1AAP inhibition 8.3%, XIAP displacement -3.2%, P. falciparum M17LAP 3.9%, Siah-1 displacement -4.6%, Dynein cargo inh -0.251, AID2073 19.9%, PMI inhibitors 5.8%, PMI inhibition -3.0%, LYP inhibition -4.2%, Dynein cargo inh cytoplasmic EGFP -0.215, Dynein cargo inh nuclear GR-EGFP -0.0966 and Dynein cargo inh cell count 0.815.
